Pol iota inh – DNA polymerase iota (human) inhibition | Q9UNA4 | Pol iota fluorescent replication assay, 10 min | Potency, µM (titrated, usually from 115 µM), for the others: at the highest dose activity, negative = inhibition, most hits filed as inhibitors | 390,000 tested, 1% active
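Fluorescent replication assay read twice, at 0 min and 10 min after adding 50 nM (final) substrate. Enzyme (10 nM) and compounds were first incubated 15 min at room temperature; enzyme-free buffer wells were negative controls.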
BAZ2B inh – blocks human BAZ2B. Potency, µM (highest dose often 114 µM), without a hit: at the top dose activity change, negative = inhibition, usual class: inhibitors. Q9UIF8. AID 504333. 360,000 tested, 4.4% active. AlphaScreen BAZ2B-H3K14Ac peptide displacement; further: on the % scale 0 is the no-effect control and ±100 the full control effect; nearly all actives have a fitted effect of over 60% in size
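AlphaScreen luminescence quantifies BAZ2B engagement of H3K14Ac peptide; the protein and biotinylated peptide are both at 50 nM final, buffer PBS pH 7.4 with 0.01% Tween-20, all steps at room temperature.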
BLM inh – blocks DNA unwinding by human BLM helicase | P54132 | 350,000 tested, 0.2% active | AID 2528 | recombinant BLM DNA unwinding, fluorescence dequenching | Potency, µM (highest dose often 56.1 µM), for the others: at the highest dose activity change, negative = inhibition, hits mostly inhibitors;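 further: plate controls were vehicle for no effect and no enzyme for full effect; nearly all actives have a fitted effect of over 35% in size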
POLH inh – blocks human DNA polymerase eta activity | Q9Y253 | recombinant Pol eta, fluorescent DNA replication assay | Potency, µM (titrated, usually from 114 µM), without a hit: top-dose activity change, negative = inhibition, hits mostly inhibitors | 390,000 tested, 1.2% active | AID 588591; further: on the % scale 0 is the no-effect control and ±100 the full control effect
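Pol eta (10 nM) was preincubated with compounds for 15 min at room temperature, after which fluorescent replication substrate (50 nM final) was added to start the reaction. Fluorescence was read kinetically at 0 and 10 min.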
Apoferritin bind – candidate novel general anesthetic via apoferritin binding. P02791. apoferritin/1-aminoanthracene competitive binding, fluorescence. Potency, µM (series often up to 77.5 µM), for the others: at the top dose activity change, negative = displacement, hits mostly inhibitors. 350,000 tested, 0.074% active; further: on the % scale 0 is the no-effect control and ±100 the full control effect; nearly all actives have a fitted effect of over 20% in size
Target sequence (P02791 2-175 limits assumed): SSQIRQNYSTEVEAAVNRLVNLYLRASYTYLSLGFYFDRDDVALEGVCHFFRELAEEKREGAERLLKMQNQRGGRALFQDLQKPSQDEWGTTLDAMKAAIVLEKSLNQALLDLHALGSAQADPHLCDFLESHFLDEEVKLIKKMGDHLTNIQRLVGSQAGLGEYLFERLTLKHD
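Read-out: endpoint 1-AMA fluorescence, excitation 380 nm and emission 535 nm, after compounds sit 10 min at room temperature with 10 uM horse-spleen apoferritin in 50% saturated 1-AMA/PBS. Values come from four-parameter Hill fits.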
G9a block – G9a (human) methyltransferase inhibition; Q96KQ7; AID 504332; 350,000 tested, 8.8% active; Potency, µM (doses to about 102 µM), for the others: top-dose activity, negative = inhibition, most hits filed as inhibitors; G9a H3K9 monomethylation, AlphaScreen, 2 h; further: on the % scale 0 is the no-effect control and ±100 the full control effect; nearly all actives have a fitted effect of over 75% in size
Target sequence (Q96KQ7 913-1193 limits assumed): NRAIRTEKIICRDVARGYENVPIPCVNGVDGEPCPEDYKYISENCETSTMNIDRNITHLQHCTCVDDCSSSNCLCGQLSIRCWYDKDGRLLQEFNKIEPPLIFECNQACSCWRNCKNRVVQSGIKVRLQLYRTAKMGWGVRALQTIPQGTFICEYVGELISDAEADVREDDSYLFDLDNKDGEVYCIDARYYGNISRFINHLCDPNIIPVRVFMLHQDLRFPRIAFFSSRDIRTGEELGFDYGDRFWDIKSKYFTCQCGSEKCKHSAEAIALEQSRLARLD
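AlphaScreen detection with an anti-monomethyl H3K9 antibody quantified product after a 2 h room-temperature reaction containing 500 nM biotinylated H3K9 peptide, 20 µM SAM and 20 nM enzyme, which had been preincubated 15 min with compound.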
APE1 inh – inhibitors of human APE1 endonuclease | P27695 | AID 2517 | recombinant APE1, TAMRA/BHQ-2 abasic DNA cleavage fluorescence | Potency, µM (titrated, usually from 65.8 µM), for inactives: at the top dose activity change, negative = inhibition, hits mostly inhibitors | 350,000 tested, 0.35% active;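 further: plate controls were vehicle for no effect and reference inhibitor for full effect; nearly all actives have a fitted effect of over 55% in size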
Target sequence (P27695 whole entry, looked up): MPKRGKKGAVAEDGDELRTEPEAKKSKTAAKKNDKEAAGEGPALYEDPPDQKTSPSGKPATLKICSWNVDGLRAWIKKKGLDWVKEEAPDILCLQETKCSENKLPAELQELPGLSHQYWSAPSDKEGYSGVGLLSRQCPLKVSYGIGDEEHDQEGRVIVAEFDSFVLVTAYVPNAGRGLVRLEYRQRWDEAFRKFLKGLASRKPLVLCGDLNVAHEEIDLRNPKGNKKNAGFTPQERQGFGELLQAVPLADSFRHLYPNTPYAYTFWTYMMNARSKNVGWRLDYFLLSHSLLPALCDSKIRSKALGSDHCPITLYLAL
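Measures dequenching upon AP-site incision of a 5'-TAMRA/3'-BHQ-2 THF-containing duplex, 50 nM; human APE1 0.75 nM after 15 min room-temperature exposure to compound; kinetic three-point read at one-minute spacing.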
POLK inh – blocks human DNA polymerase kappa activity | 400,000 tested, 0.53% active | Q9UBT6 | Potency, µM (titrated, usually from 107 µM), for the others: top-dose activity, negative = inhibition, actives largely listed as inhibitors | purified Pol kappa, fluorescent DNA synthesis assay, 10 min | AID 588579; further: on the % scale 0 is the no-effect control and ±100 the full control effect
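10 nM Pol kappa was preincubated with compounds for 15 min at room temperature. Reaction started with 50 nM (final) substrate. Fluorescence read kinetically at 0 and 10 min.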
POLB inh – inhibitors of human DNA polymerase beta; Pol beta primer extension/strand displacement, fluorescence kinetic; 340,000 tested, 1.3% active; Potency, µM (highest dose often 114 µM), inactives show top-dose activity change, negative = inhibition, hits mostly inhibitors; P06746; further: on the % scale 0 is the no-effect control and ±100 the full control effect
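Enzyme-only controls used 10 nM Pol beta; buffer lacking enzyme served as negative control. Compound preincubated 15 min, then 50 nM substrate added; 0 and 10 min reads at room temperature.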
The depositor's hits bear a star; ? = inconclusive; . = no result given; & = joins results of further samples; [ ] = remark or other dose. The call rests on the fitted dose curve; in most records, active means well fitted curve in the direction sought with a large enough effect; inconclusive means small, poorly fitted or top-dose-only effect, or another doubt; inactive means no such curve, though single readings can be large; an effect the other way counts as inactive or inconclusive. Potency means the concentration at half of the fitted maximal effect. Only part of the results is shown; the hit share may differ from the screen's.

nr	molecule	Pol iota inh	BAZ2B inh	BLM inh	POLH inh	Apoferritin bind	G9a block	APE1 inh	POLK inh	POLB inh
1	COc1ccc2c(c1)c(C(=O)O)c(C)n2C(C)C	12%	-5%	-1%	-2%	-8%	-7%[59 µM]	9%	-1%	-9%
2	CC(=O)c1ccc(NC(=O)N2C[C@H]3C[C@@H](C2)c2cccc(=O)n2C3)cc1	15%	-30%	0%	-16%	-5%	5%[12.7 µM]	31%	20%	7%
3	O=c1c2ccccc2nc(-c2ccc([N+](=O)[O-])cc2)n1-c1ccccc1	12%	-37%	-5%	-10%	-15%	-38%[59 µM]	4%	-2%	4%
4	COCCn1c(O)c(/C=N/NC(=O)CSC(=S)N2CCCC2)c(=O)[nH]c1=S	41%[activator]	-1%	.	-17%	.	-23%[59 µM]	-6%	6%	.
5	COc1ccc(C2CC(c3c(O)n(CCc4ccccc4)c(=O)[nH]c3=O)=NN2)cc1OC (configuration not stated)	104%[activator]	22µM*	-1%	-5%	-16%	56µM*	3%	-15%	14%
6	C=CCn1c(O)c(C=Nc2c(C)n(C)n(-c3ccccc3)c2=O)c(=O)[nH]c1=O	-1%	-1%	2%	-7%	-5%	.	-6%	13%	20%
7	COc1ccccc1CNC(=O)CCC(=O)N1C[C@H]2C[C@@H](C1)c1cccc(=O)n1C2	16%	16%	-3%	-9%	-9%	.	-3%	18%	19%
8	CCN(c1ccc(C(O)(C(=O)OC)C(F)(F)F)cc1)S(=O)(=O)c1ccccc1 (configuration not stated)	?	2%	-5%	-18%	?	-4%[59 µM]	3%	-6%	?
9	NS(=O)(=O)c1ccc(-c2ccc(C=C3C(=O)NC(=S)NC3=O)o2)cc1	.	50µM*	-1%	.	-12%	2.5µM*	8%	.	?
10	C[C@]12CCC3C(CC[C@H]4C[C@@H](O)CC[C@]34C)C1CC[C@@H]2O (some centres not stated)	70%[activator]	.	.	5%	.	.	-9%	-12%	.
11	CCOP(=O)(OCC)c1ccc(O)cc1	0%	4%	-4%	-8%	-2%	-24%	?	-8%	2%
12	O=C1NC(=O)C2(C(=O)N1)C(c1ccc(F)cc1)NC(=S)NC2c1ccc(F)cc1 (configuration not stated)	-18%	4%	-7%	-12%	0%	-21%	2%	5%	10%
13	CCN1CCN(c2ccc([N+](=O)[O-])cc2C#N)CC1	44%[activator]	-11%	0%	-17%	-8%	-50%	-2%	-10%	-1%
14	COc1ccc(P2(=O)Nc3ccccc3N2)cc1	91%[activator]	3%[57.1 µM]	-17%	-9%	-10%	?	-3%	-32%	40µM*
15	COC(=O)C1=C(c2ccc(Cl)c(C(F)(F)F)c2)C[C@@H]2CC[C@H]1N2C(=O)NCC1CC1	17%	9%	.	-9%	.	2%[2.33 µM]	10%	-1%	.

Next part.
nr	molecule	Pol iota inh	BAZ2B inh	BLM inh	POLH inh	Apoferritin bind	G9a block	APE1 inh	POLK inh	POLB inh
16	CC(C)N(C(=O)CCl)c1ccccc1	-6%	.	3%	-13%	-6%	.	0%	-12%	.
17	C[C@H]1C(=O)O[C@@H]2CCN3CC=C(COC(=O)[C@](C)(O)[C@]1(C)O)[C@H]23	27%	12%	-6%	-14%	.	10%[59 µM]	2%	11%	.
18	COc1cc2c(c(OC)c1OC)-c1ccc(O)c(=O)cc1[C@H](N)CC2	.	.	-16%[21.4 µM]	.	-12%[29.3 µM]	25%[21.5 µM]	12%[21 µM]	-9%[12 µM]	.
19	C=CCn1c(O)c(/C(C)=N/N2CCN(C)CC2)c(=O)[nH]c1=O	-9%	5%	-1%	-1%	2%	6%[12.7 µM]	1%	-4%	-1%
20	O=C(N/N=C/c1c(O)n(CCc2ccccc2)c(=O)[nH]c1=O)c1ccncc1	12%	56µM*	-5%	?	1%	20µM*	3%	3%	-16%
21	OCC1CO1 (configuration not stated)	10%	-5%	.	-6%	.	7%[0.501 µM]	-15%&-3%	7%	.
22	COC(=O)C(C#N)C(c1cccnc1)c1c(C)[nH][nH]c1=O (configuration not stated)	31%[activator]	0%	1%	-5%	7%	?	19%	-8%	0%
23	S=C=Nc1ccccn1	39%[activator]	-29%	1%	-14%	0%	-27%	-5%	6%	12%
24	O=P(/C(=N/O)N1CCOCC1)(N1CCOCC1)N1CCOCC1	11%	-6%	2%	-5%	-6%	14µM*	1%	3%	16%
25	COC1=CC(=O)OC(/C=C/c2ccccc2)C1 (configuration not stated)	10%	?	-9%	-11%	-7%	?	-8%&-5%	1%	35%
26	CC(C)N1CCC2(CC1)NC(CO)(CO)CO2	-6%	-19%	1%	3%	-8%	1%	1%	-22%	1%
27	CN(C)CCN=Cc1c(O)n(C2CCCCCC2)c(=O)[nH]c1=O	-6%	-5%	-3%	-20%	-10%	-22%[59 µM]	-3%	-2%	26%
28	COc1cc2c(cc1O)C[C@H]1NCCc3cc4c(c-2c31)OCO4	14µM*	22µM*	9%	?	1%	?	?	?	40µM*
29	CN(C)C(=O)Oc1ccc2c(c1)O/C(=C\c1cccc([N+](=O)[O-])c1)C2=O	10%	-5%	1%	-5%	-1%	-6%	-11%	3%	62%
30	O=C(c1ccc2c(c1)OCO2)C1CCCN(Cc2ccc(F)c(F)c2)C1 (configuration not stated)	6%	-2%	-5%	-29%	?	94%[activator]	47%[activator]	-6%	1%

New compounds follow:
nr	molecule	Pol iota inh	BAZ2B inh	BLM inh	POLH inh	Apoferritin bind	G9a block	APE1 inh	POLK inh	POLB inh
31	CN1C2CCC1C(C(=O)O)C(O)C2 (configuration not stated)	-2%	.	.	3%	.	.	2%	-12%	.
32	CN1C2CCCC1CC(=O)C2	.	.	-7%	.	1%	.	0%	16%[60.1 µM]	.
33	C/C(=N\N1CCCCCC1)c1c(O)n(-c2ccccc2C)c(=O)[nH]c1=O	5%	-2%	-1%	-7%	-10%	-7%	2%	-19%	-2%
34	COC(=O)COc1cc(Cl)c(Cl)cc1Cl	.	.	2%	.	-21%	.	-3%	-7%[60.1 µM]	.
35	CCC(=NCc1ccco1)c1c(O)n(-c2ccccc2)c(=O)[nH]c1=O	-3%	0%	-2%	7%	-18%	-3%[59 µM]	1%	-2%	11%
36	Cc1ccccc1-n1c(O)c(C=Nc2ccc3c(c2)OCO3)c(=O)[nH]c1=O	38%[activator]	1%	-1%	-5%	-19%	-3%[59 µM]	2%	-14%	14%
37	COC(=O)c1nc(-c2ccc3c(n2)C(=O)C(N)=C(OC)C3=O)c(N)c(-c2ccc(OC)c(OC)c2O)c1C	8.9µM*	?	-18%	10µM*	0%	10µM*	?	?	?
38	O=c1cc(-c2ccc(O)cc2)oc2c([C@H]3O[C@@H](CO)[C@@H](O)[C@@H](O)[C@@H]3O)c(O)cc(O)c12	.	.	1%[21.4 µM]	.	7%[29.3 µM]	17%[21.5 µM]	?	-9%[12 µM]	.
39	CCC(=Nc1ccccc1N)c1c(O)[nH]c(=O)[nH]c1=O	157%[activator]	-14%	-8%	-8%	40%[activator]	?	50%	-2%	8%
40	COc1ccc(-n2c(O)c(/C(C)=N/Nc3ccccc3)c(=O)[nH]c2=O)cc1	9%	-6%	-2%	-26%	-18%	40µM*	0%	-8%	-1%
41	Cc1c(C)c2ccc(OCC(=O)N3CCC(C(=O)O)(c4ccccc4)CC3)c(C)c2oc1=O	24%	0%	-1%	-19%	-6%	.	2%	2%	42%
42	COc1cccc(Oc2coc3cc(OC(=O)N(C)C)ccc3c2=O)c1	3%	-1%	-2%	-1%	-10%	15%	23%	-12%	-3%
43	O=C(O)C1C2CCC(O2)C1C(=O)Nc1ccc(F)c(F)c1 (configuration not stated)	8%	3%	-7%	-17%	-5%	.	15%	5%	25%
44	CC(C)COc1ccc(Cc2c(O)[nH]c(=S)[nH]c2=O)cc1	101%[activator]	3%	4%	3%	-5%	22%[0.501 µM]	2%	-3%	11%
45	COc1ccc2c3c1OC1C(O)C=CC4[C@@H](C2)N(C)CC[C@]314 (some centres not stated)	23%	.	.	-10%	.	.	28%	13%	.

Structures shown so far with sulfur (6):
nr	molecule	Pol iota inh	BAZ2B inh	BLM inh	POLH inh	Apoferritin bind	G9a block	APE1 inh	POLK inh	POLB inh
4	COCCn1c(O)c(/C=N/NC(=O)CSC(=S)N2CCCC2)c(=O)[nH]c1=S	41%[activator]	-1%	.	-17%	.	-23%[59 µM]	-6%	6%	.
8	CCN(c1ccc(C(O)(C(=O)OC)C(F)(F)F)cc1)S(=O)(=O)c1ccccc1 (configuration not stated)	?	2%	-5%	-18%	?	-4%[59 µM]	3%	-6%	?
9	NS(=O)(=O)c1ccc(-c2ccc(C=C3C(=O)NC(=S)NC3=O)o2)cc1	.	50µM*	-1%	.	-12%	2.5µM*	8%	.	?
12	O=C1NC(=O)C2(C(=O)N1)C(c1ccc(F)cc1)NC(=S)NC2c1ccc(F)cc1 (configuration not stated)	-18%	4%	-7%	-12%	0%	-21%	2%	5%	10%
23	S=C=Nc1ccccn1	39%[activator]	-29%	1%	-14%	0%	-27%	-5%	6%	12%
44	CC(C)COc1ccc(Cc2c(O)[nH]c(=S)[nH]c2=O)cc1	101%[activator]	3%	4%	3%	-5%	22%[0.501 µM]	2%	-3%	11%

High-throughput results: PubChem BioAssay, National Center for Advancing Translational Sciences (NCATS)
